HePTP inhibitor – inhibitors of human HePTP phosphatase; inhibition, % at 20 µM; AID 521; recombinant HePTP phosphatase activity, OD absorbance; 110,000 compounds, 0.64% hits; in the data active = inhibition above about 50%;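 also: plate controls were vehicle for no effect and reference inhibitor for full effect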
Target sequence (P35236 whole entry, looked up): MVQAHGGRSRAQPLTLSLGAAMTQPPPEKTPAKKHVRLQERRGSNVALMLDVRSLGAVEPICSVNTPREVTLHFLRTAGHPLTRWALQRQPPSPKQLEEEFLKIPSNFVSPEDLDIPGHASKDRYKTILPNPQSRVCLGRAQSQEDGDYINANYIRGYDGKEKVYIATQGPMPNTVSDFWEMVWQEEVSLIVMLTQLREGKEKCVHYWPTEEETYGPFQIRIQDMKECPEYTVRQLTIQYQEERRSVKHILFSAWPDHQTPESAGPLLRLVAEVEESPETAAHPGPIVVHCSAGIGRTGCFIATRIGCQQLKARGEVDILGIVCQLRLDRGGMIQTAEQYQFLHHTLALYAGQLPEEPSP
BAP1 block – human BAP1 deubiquitinase inhibition | recombinant BAP1, Ub-AMC hydrolysis fluorescence kinetic; active compounds read low | activity remaining (% of control), % at 20 µM | 72,000 compounds, 0.48% hits | AID 436;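 active = activity remaining at or below 50% of control, provided the compound also passes the data quality filters; inactive = the rest, including low values that fail the filters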;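 also: 100% = DMSO wells rate and 0% = substrate alone blank rate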
Target sequence (Q92560 whole entry, looked up): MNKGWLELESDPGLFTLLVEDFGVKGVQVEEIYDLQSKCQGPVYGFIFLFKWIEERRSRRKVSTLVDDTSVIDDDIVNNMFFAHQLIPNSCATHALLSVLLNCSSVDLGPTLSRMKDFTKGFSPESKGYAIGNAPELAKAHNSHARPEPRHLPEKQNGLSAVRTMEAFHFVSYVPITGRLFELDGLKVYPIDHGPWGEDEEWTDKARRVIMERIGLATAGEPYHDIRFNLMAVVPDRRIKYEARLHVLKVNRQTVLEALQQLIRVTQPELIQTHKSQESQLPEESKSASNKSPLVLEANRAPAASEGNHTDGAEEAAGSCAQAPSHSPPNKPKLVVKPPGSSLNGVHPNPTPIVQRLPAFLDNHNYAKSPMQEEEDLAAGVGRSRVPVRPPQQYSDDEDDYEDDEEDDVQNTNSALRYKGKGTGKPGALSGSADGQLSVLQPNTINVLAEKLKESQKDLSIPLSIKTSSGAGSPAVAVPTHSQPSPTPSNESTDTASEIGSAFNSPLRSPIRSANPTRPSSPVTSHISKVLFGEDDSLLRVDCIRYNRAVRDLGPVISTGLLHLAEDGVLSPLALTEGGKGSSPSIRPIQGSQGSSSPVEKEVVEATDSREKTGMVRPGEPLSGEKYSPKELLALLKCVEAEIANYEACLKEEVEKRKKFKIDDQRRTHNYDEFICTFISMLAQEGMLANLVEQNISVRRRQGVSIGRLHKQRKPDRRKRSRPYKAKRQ
Active calls of the source: *; x = not tested or not shown; & = joins results of further samples.

Start of the listing, in advance:
Results follow in this order: HePTP inhibitor | BAP1 block
Cc1cc(C)c2cc(CN(CCO)C(=O)Nc3ccc(F)cc3)c(=O)[nH]c2c1
  0 | 103
O=C(COC(=O)c1ccccc1)c1ccc2c(c1)OCCO2
  5 | x
O=S(=O)(NCCc1ccncc1)c1cc(Br)ccc1F
  9 | 151

All compounds of this part, previewed entries included:
Results follow in this order: HePTP inhibitor | BAP1 block
Cc1cc(C)c2cc(CN(CCO)C(=O)Nc3ccc(F)cc3)c(=O)[nH]c2c1
  0 | 103
O=C(COC(=O)c1ccccc1)c1ccc2c(c1)OCCO2
  5 | x
O=S(=O)(NCCc1ccncc1)c1cc(Br)ccc1F
  9 | 151
Cc1cc(C(C#N)c2ccccc2)n2ncnc2n1 (stereo not given)
  8 | 102
O=C(CCNc1n[nH]c(=O)[nH]c1=O)N/N=C/c1ccc(C(F)(F)F)cc1
  0 | x
Cn1nc(C(=O)Nc2ccc(S(=O)(=O)N3CCCC3)cc2)ccc1=O
  6 | 93
Cc1ccc(CNc2ccc3c(c2)OCO3)c(C)c1
  -13 | 61
COc1ccc(-n2nc3cc(C)c(NC(=O)COc4ccc(C)c(C)c4)cc3n2)cc1
  -14 | x
O=C(Nc1ccccc1)N(CCN1CCOCC1)Cc1ccccc1F
  9 | 108
Cc1ccc(C(=O)O)cc1N1C(=O)c2ccc(Oc3cccc([N+](=O)[O-])c3)cc2C1=O
  3 | x
Cc1ccc(NC(=O)Cc2nc3ccccc3n2CCC#N)cc1
  -22 | x
CCS(=O)(=O)N1CCCC(C(=O)NCC2CCCO2)C1 (stereo not given)
  2 | 105
Cc1ccc(Nc2cc(N3CCOCC3)c(N)c3c2C(=O)c2ccccc2C3=O)cc1
  2 | x
O=C1C(=O)N(CCO)C(c2ccccc2F)/C1=C(\O)c1ccc(Br)cc1 (stereo not given)
  x | 110
Clc1ccc(OCCn2cnc3ccccc32)cc1
  -9 | 146

Ordered by molar mass (ascending): some entries from above.
Results follow in this order: HePTP inhibitor | BAP1 block
O=C(COC(=O)c1ccccc1)c1ccc2c(c1)OCCO2
  5 | x
Cc1ccc(NC(=O)Cc2nc3ccccc3n2CCC#N)cc1
  -22 | x
Cn1nc(C(=O)Nc2ccc(S(=O)(=O)N3CCCC3)cc2)ccc1=O
  6 | 93
O=C(CCNc1n[nH]c(=O)[nH]c1=O)N/N=C/c1ccc(C(F)(F)F)cc1
  0 | x
Cc1ccc(Nc2cc(N3CCOCC3)c(N)c3c2C(=O)c2ccccc2C3=O)cc1
  2 | x
COc1ccc(-n2nc3cc(C)c(NC(=O)COc4ccc(C)c(C)c4)cc3n2)cc1
  -14 | x
O=C1C(=O)N(CCO)C(c2ccccc2F)/C1=C(\O)c1ccc(Br)cc1 (stereo not given)
  x | 110

Following part:
Results follow in this order: HePTP inhibitor | BAP1 block
Clc1cccc(C=Cc2nc3cc4ccccc4cc3o2)c1
  x | 317
Cn1c(/N=C/c2cccs2)nc2ccccc21
  0 | 83
O=C(N/N=C/c1cc(Br)ccc1OC(=O)c1ccco1)c1cccnc1
  -9 | x
Cc1c(NC(=O)C(Sc2ccccc2)c2ccccc2)c(=O)n(-c2ccccc2)n1C (stereo not given)
  9 | x
CC(=O)Nc1nnc(SCC(=O)NCCOc2ccccc2)s1
  6 | 88
O=C(NCCCNc1ccc(C(F)(F)F)cc1[N+](=O)[O-])c1ccc(Cl)cc1
  -10 | x
COCCOC(=O)C1=C(C)NC(C)=C(C(=O)OC(C)C)C1c1cccc([N+](=O)[O-])c1 (stereo not given)
  8 | 111&82
COC(=O)c1cc2oc3ccccc3c2n1Cc1ccccn1
  7 | 83
Cc1cc(NS(=O)(=O)c2cccs2)no1
  2 | 82
CCOc1ccccc1-n1c(SCC(=O)N2CCOCC2)nnc1-c1ccccn1
  5 | 100
CCOc1cccc(C2c3c(oc4ccccc4c3=O)C(=O)N2c2ccccn2)c1 (stereo not given)
  -9 | 95
O=C1NC2NC(=O)N(C(Cc3ccccc3)C(=O)O)C2N1 (stereo not given)
  -10 | 97
CCOC(=O)C(CC)Sc1nc2c(cnn2-c2ccccc2)c(=O)[nH]1 (stereo not given)
  0 | 83
CCOc1ccc(C=C2C(=O)NC(=O)NC2=O)cc1OCC
  14 | x
COc1cc(OC)cc(-n2c3nc4ccccc4nc3c3c(=O)n(CC4CCCO4)cnc32)c1 (stereo not given)
  5 | x
CCOc1cc(S(=O)(=O)NC2CCCCCC2)ccc1F
  8 | 77
Cc1cccc(OCC(=O)O/N=C(\N)c2ccc(Cl)cc2)c1
  -5 | x
CSc1nnc(C)c(=O)[nH]1
  7 | 129
Cc1n[nH]c(C)c1S(=O)(=O)Nc1ccc2c(c1)OCCO2
  -6 | 100
COc1ccc(-c2nc(NC(=O)c3ccco3)sc2-c2ccc([N+](=O)[O-])cc2)cc1
  -10 | x
Cc1ccnc(NC(=O)CCCOc2cc(=O)n(C)c3ccccc23)c1
  -9 | 92
Cc1ccc(Cl)cc1NC(=O)C1CC(=O)N(c2cccc([N+](=O)[O-])c2)C1 (stereo not given)
  3 | x
COc1cc(C(=O)NC(NC(=S)Nc2cccc(Br)c2)C(Cl)(Cl)Cl)cc(OC)c1OC (stereo not given)
  -8 | x
CCOCCCNC(=O)CC1Oc2ccc(C)cc2NC1=O (stereo not given)
  7 | 105
O=C(Cn1c(=O)n(CCCC(=O)NC2CCCC2)c(=O)c2ccccc21)NCCC1=CCCCC1
  -5 | 86
COc1cccc(-n2nnc3c(=O)n(Cc4ccc(Br)cc4)cnc32)c1
  -10 | 148
COC(=O)c1nc2n(n1)C(c1ccc(OC)c(OC)c1)C(C(=O)OC1CCCCC1)=C(C)N2 (stereo not given)
  7 | 109
CN1CCN(C2=C(Cl)C(=O)N(CCc3ccccc3)C2=O)CC1
  -2 | 101
COc1ccc(C2CC(c3ccccc3)Nc3nc(NC(=O)c4ccco4)nn32)cc1 (stereo not given)
  11 | 70
O=C(c1cccnc1)N(Cc1ccccc1)c1ccccc1
  12 | 70
COCCn1c(SCc2cnc(-c3ccccc3)s2)nnc1-c1ccncc1
  5 | 132
COc1cccc(NC(=O)CN(c2cccc(F)c2)S(C)(=O)=O)c1
  4 | 110
O=c1onc2cnc3ccccc3n12
  x | 95
CCS(=O)(=O)N1CCCC(C(=O)N2CCc3ccccc3C2)C1 (stereo not given)
  1 | 79
COC(=O)C(O)(CC(=O)Nc1cccc(SC)c1)C(F)(F)F (stereo not given)
  -4 | 61
Cc1cc(=O)oc2c(C)c(OCc3ccccc3)ccc12
  -18 | x
O=C(OCCC1(c2ccccc2)C(=O)c2ccccc2C1=O)c1ccc(Cl)cc1
  4 | x
Cc1cc(C)c(N2C(=O)c3ccc(-c4nc5ccccc5c(=O)o4)cc3C2=O)c(C)c1
  -7 | x
O=C(c1nn2c(c1Cl)NC(c1cccs1)CC2C(F)(F)F)N(Cc1ccccc1)Cc1ccccc1 (stereo not given)
  7 | x
Cc1ccc(S(=O)(=O)Nc2nonc2C)cc1
  9 | 103
O=C(O/N=C(/c1ccccc1)c1ccncc1)c1ccc(Cl)cc1Cl
  7 | x
COC(=O)c1c(NC(=O)COc2ccc(C)cc2C)sc2c1CCC(C)C2 (stereo not given)
  -6 | x
COC(=O)c1ccc(-n2c(C)cc(/C=C3\C(=O)NC(=O)N(c4ccc(OC)cc4)C3=O)c2C)cc1
  9 | x
CCOC(=O)c1cccnc1SCC(=O)NC(C)CC (stereo not given)
  -1 | 97
CC(C)(C)c1nnc2sc(SCCN3C(=O)c4ccccc4C3=O)nn2c1=O
  -7 | 88
CCCCCNC(CC(=O)Nc1ccc(OC)cc1)C(=O)O (stereo not given)
  4 | 106
O=C(Nc1ccccc1)c1ccccc1OCC(O)CN(Cc1ccccc1)Cc1ccccc1 (stereo not given)
  3 | x
CCOC(=O)c1sc2nc(N)c(C#N)c(-c3ccc(OCC)cc3)c2c1N
  x | 81
CCOC(=O)/C(C#N)=C/Nc1ccc2ccccc2c1
  -7 | x
Cc1occc1-c1nnc(SCC(=O)NCCc2ccccc2)n1C(C)c1ccccc1 (stereo not given)
  11 | 80
CCOC(=O)c1ccc(NC(=O)CN(c2ccc(F)cc2)S(=O)(=O)c2ccccc2)cc1
  -5 | x
O=C(NCc1ccccc1)N(Cc1nc2ccccc2c(=O)[nH]1)C1CCCC1
  1 | x
CC(C)(O)C#Cc1ccc(C(=O)N2CCN(C(=O)c3ccco3)CC2)cc1
  4 | 87
O=C(COc1ccc(C23CC4CC(CC(C4)C2)C3)cc1)Nc1cccc([N+](=O)[O-])c1
  x | 85
CCOC(=O)C1=C(CSc2n[nH]c(N)n2)NC(=O)NC1C (stereo not given)
  -4 | 95
COc1ccc(C(=O)N2CCN(C(c3ccccc3)c3ccccc3)CC2)cc1OC
  -8 | x
Cc1cc(NC(=O)CCC2COc3ccccc3O2)no1 (stereo not given)
  3 | 62
Cc1cc(=O)oc(C)c1C(=O)NCC1CCCO1 (stereo not given)
  5 | 74
N#Cc1cnc(Nc2ccc(Cl)cc2)c(C#N)c1Nc1ccccc1
  12 | x
Cc1cccc(C)c1NC(=O)COc1ccccc1O
  5 | x

Later entries
Results follow in this order: HePTP inhibitor | BAP1 block
Cc1nc2ccc(NC(=S)N(C)C)cc2nc1C
  1 | x
O=C(Nc1cccc2ccccc12)c1cc2ccccc2o1
  x | 54
O=c1oc(/C=C/c2ccco2)nc2sc3c(c12)CCC3
  4 | x
CCN1CCN(C(c2cccs2)C(C)NC(=O)c2ccccc2)CC1 (stereo not given)
  12 | 91
COc1ccc(C(=O)Nc2ccccc2)cc1NC(=O)c1cccc(F)c1
  2 | x
CCc1ccc(-c2nnc(-c3ccccc3Cl)o2)cc1
  4 | x
CC(=C/c1ccccc1)/C=N/NC(=O)c1ccccn1
  9 | x
O=C(Nc1cccc(S(=O)(=O)c2cccc(NC(=O)C(F)(F)F)c2)c1)C(F)(F)F
  -2 | x
O=C1CC(c2ccccc2)Cc2nc(NCc3ccco3)ncc21 (stereo not given)
  11 | 87
O=C(NCC(c1cccnc1)N1CCOCC1)c1ccc2c(c1)OCO2 (stereo not given)
  -3 | 100
O=C(NCCCN1CCOCC1)[C@@H]1CSC2c3ccccc3C(=O)N21 (stereo not given in full)
  6 | 101
O=C1CC(c2ccco2)CC2=C1C1c3ccccc3C(=O)N1c1ccccc1N2 (stereo not given)
  -4 | 64
CCOc1cc(/C=C(\C#N)c2nc3ncc(Br)cc3[nH]2)ccc1O
  14 | x
CN(CCO)c1nc(-c2ccccc2)c2cc(Cl)ccc2n1
  -1 | x
O=C(/C=C/c1ccc2c(c1)OCO2)Nc1ccc2ccccc2c1
  4 | x
Cc1ccc(C(=O)O/N=C(\N)c2cccc([N+](=O)[O-])c2)cc1
  -26 | x
CC(C)COc1ccc(C(=O)N(Cc2ccco2)C2CCS(=O)(=O)C2)cc1 (stereo not given)
  5 | 100
COc1ccc(C(=O)c2c(N)c(C#N)c(C)n2-c2ccccc2)cc1
  -8 | x
Brc1cccc(-c2nnc3sc(CNC4CCCC4)cn23)c1
  7 | 90
CC1C(=O)CC(c2ccco2)NC1c1ccco1 (stereo not given)
  1 | x
COc1ccccc1-c1n[nH]c(=S)o1
  9&7 | 110
CCOC(=O)c1c(C2COc3ccccc3O2)csc1NC(=O)c1ccco1 (stereo not given)
  13 | x
COC(=O)Nc1ccc(S(=O)(=O)N2c3ccccc3CCC2C)cc1 (stereo not given)
  6 | 85
Cc1cc(C)c(N2C(=O)NC(=O)C(=Cc3ccoc3)C2=O)c(C)c1
  7 | x
Cc1ccc2c(Cl)c(C(=O)Nc3cc(Cl)ccc3C)sc2c1
  2 | x
COc1cc(Cl)cc(/C=N/NC2=NS(=O)(=O)c3ccccc32)c1O
  -2 | x
Brc1ccccc1CN1CCN(Cc2ccncc2)CC1
  0 | x
Cc1ccc(Cn2c(SCCN3CCCCC3)nc3c2c(=O)n(C)c(=O)n3C)cc1
  -2 | 99
CCOc1ccccc1NC(=O)CCc1ccc(C)o1
  9 | 77
CCN(CC)Cc1csc(C(N)=O)c1
  -5 | 95
CCCn1c(N2CCC(Cc3ccccc3)CC2)nc2c1c(=O)[nH]c(=O)n2C
  12 | 99
CCOc1ccc2nc(NC(=O)C3CCN(c4cnccn4)CC3)sc2c1
  10 | 879
O=C(c1cc2cc(Cl)ccc2oc1=O)N1CCOCC1
  -2 | 72
Cc1cc(=O)[nH]c(/N=C(\N)Nc2cccc3ccccc23)n1
  -17 | 73
CCC(=O)/C(C)=C(\NC(=O)c1ccccc1)c1ccccc1
  -10 | x
O=C(NCCCn1ccnc1)C1c2ccccc2Oc2ccccc21
  10 | 127
COC(=O)c1ccccc1NC(=O)C(CCS(C)(=O)=O)NC(C)=O (stereo not given)
  8 | 105
CCc1ccc2c(c1)C(c1ccccc1)C(=O)O2 (stereo not given)
  2 | x
CC(=O)N1c2ccccc2NC2=C(C(=O)CC(c3ccccc3)C2)C1c1cccs1 (stereo not given)
  0 | x
C/C(N)=C(/C#N)C(=O)CSc1nc2cc(Cl)ccc2s1
  0 | 50
COCC(=O)N(Cc1cc2ccccc2[nH]c1=O)c1ccccc1OC
  -5 | 82
COc1ccc(C(=O)c2oc3ccc(OC)cc3c2N)cc1
  5 | 88
COc1ccc(CN(CCCN2CCOCC2)C(=O)Nc2ccccc2)cc1OC
  4 | 101
N/C(=N\OC(=O)c1cccc(Br)c1)c1ccncc1
  4 | x
COc1cc(C2c3c(oc4cc(C)c(C)cc4c3=O)C(=O)N2c2cc(C)ccn2)ccc1O (stereo not given)
  5 | 66
COC(=O)c1c(-c2cc(OC)c(OC)c(OC)c2)c2ccnc(OCc3ncccn3)c2c(=O)n1Cc1ccnc(C)c1
  x | 92
Cc1cc(C)n(-c2nc3ccccc3nc2N2CCOCC2)n1
  -2 | 93
Nc1ncn(C(=O)c2ccco2)n1
  9 | 98
CCOC(=O)c1c(-c2cccs2)csc1NC(=O)CCCC(=O)O
  2 | 66
COCCSc1ccccc1C(=O)Nc1nncs1
  -7 | 70

Screening data from PubChem BioAssay.

Not a hit list; any-hit rate near 0.95%.
